PMI inhibition – MPI inhibition at elevated mannose 6-phosphate – biochemical, fluorescence intensity, high mannose 6-phosphate, primary screen (AID 1220). recombinant PMI enzyme, coupled fluorescence intensity; higher % means a stronger effect. inhibition, % at 20 µM; hits with a dose series show IC50 in µM. 190,000 compounds, 0.66% hits
LYP inhibition – PTPN22 lymphoid phosphatase activity blockers – biochemical, fluorescence intensity, uHTS (AID 1779); 290,000 compounds, 0.054% hits; inhibition, % at 11.5 µM, or IC50 in µM where a hit was titrated; recombinant LYP phosphatase, fluorescence intensity; higher % means a stronger effect;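 note: plate controls were vehicle with enzyme for no effect and no enzyme for full effect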
Myeloid diff MLP – promotes myeloid progenitor differentiation; AID 624256; 360,000 compounds, 1% hits; ER-HoxA9 myeloid progenitors, lysozyme-GFP differentiation, flow cytometry; calls only at 10 µM;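 active = normalized GFP-positive differentiation at or above the plate's own cutoff, the solvent-only control mean plus 3 SD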;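 note: cells exposed to compound for four days before flow analysis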
CSM14.1 death rescue – protection against thapsigargin-triggered cell killing – 384-well, CSM14.1, ATP luminescence, primary screen (AID 1222). CSM14.1 thapsigargin-induced death rescue, ATP luminescence; higher % means a stronger effect. one-dose cellular ATP content (survival), % at 20 µM; EC50 in µM for titrated hits. 190,000 tested, under 10 active;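 active = EC50 below 50 µM in the dose-response confirmation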;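 note: death triggered by thapsigargin at about 15 µM added after 2 h compound pretreatment; cell ATP read after overnight thapsigargin exposure of roughly 18 to 22 hours; normalized against plate controls of thapsigargin alone and 5% DMSO vehicle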
M1AAP inhibition – malaria alanyl aminopeptidase activity blockers – biochemical, fluorogenic H-Leu-NHMec substrate, 1536-well (AID 1445); 220,000 compounds, 0.42% hits; one-dose inhibition, % at 30 µM; IC50 in µM for titrated hits; recombinant M1AAP, H-Leu-NHMec fluorogenic kinetic assay; higher % means a stronger effect;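 active = primary inhibition above the hit cutoff, then over 50% inhibition at one or more dose response concentrations, cut at about 23% in these data, passing the limit was not always enough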;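 note: plate controls were DMSO full reaction for no effect and no enzyme background for full effect; strong numbers were not always called active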
M17LAP inhibition – P. falciparum M17LAP inhibitors, primary screen, biochemical, fluorogenic H-Leu-NHMec substrate, 1536-well (AID 1619); recombinant M17LAP, H-Leu-NHMec fluorogenic kinetic assay; higher % means a stronger effect; one-dose inhibition, % at 30 µM; IC50 in µM for titrated hits; 220,000 compounds, 0.38% hits;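 active = compound inhibiting the enzyme by more than half at any dose during confirmatory dose-response retesting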;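 note: plate controls were full reaction with DMSO carrier for no effect and no enzyme background for full effect; strong numbers were not always called active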
XIAP displacement – XIAP antagonists, biochemical, IAP family, fluorescence polarization (AID 1018); XIAP BIR domain, fluorescence polarization peptide displacement; higher % means a stronger effect; displacement, % at 20 µM, or IC50 in µM where a hit was titrated; 200,000 compounds, 0.007% hits; in the data active = displacement above about 50%; note: a part of the inactive calls stands beside numbers as strong as those of hits
PMI inhibitors – MPI enzyme activity inhibition – biochemical, fluorescence intensity, coupled assay, primary screen (AID 1209); inhibition, % at 20 µM, or IC50 in µM where a hit was titrated; 190,000 compounds, 0.42% hits; purified PMI enzyme, coupled fluorescence intensity; higher % means a stronger effect;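 note: plate controls were DMSO vehicle for no effect and wells lacking substrate for full effect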
TNAP activation fold – human TNAP enzyme activators, primary screen, biochemical, luminescent, no phosphate acceptor, uHTS (AID 1001) | purified TNAP, luminescent activation assay, no phosphate acceptor; higher activation fold means a stronger effect | activation fold at 20 µM; hits with a dose series show EC50 in µM | 200,000 compounds, 0.03% hits; in the data active = activation fold from about 3, or a potency from the dose series; inactive = the rest, 99 in 100 with activation fold below about 1.6; note: many of its hits are not listed in these tables
Myeloid diff MLP GFP+ MAC1+ % – recorded beside Myeloid diff MLP, whose call it bears; GFP+ MAC1+ double positive, %; measured here: differentiation confirmed by MAC1 staining
Starred values were filed as active, the others as inactive; i = inactive; . = no result given; + = active, no number. Cut-off read from the data, not from the text of the source, unless noted: active = inhibition above about 50%; inactive = the rest.

SMILES | Myeloid diff MLP | CSM14.1 death rescue | PMI inhibitors | XIAP displacement | PMI inhibition | TNAP activation fold | M1AAP inhibition | LYP inhibition | Myeloid diff MLP GFP+ MAC1+ % | M17LAP inhibition
C/C(CC(=O)Nc1ccc(N(C)C)cc1)=N\NC(=O)c1ccc([N+](=O)[O-])cc1Cl | i | 0.9% | 6% | -3.7% | 13% | 1 | 5% | 3% | 1.0 | 18%
O=C(O)CCN1C(=O)C2C3c4ccccc4C(c4ccccc43)[C@@H]2C1=O (stereo partly drawn) | i | . | . | . | . | . | -1% | -8% | 1.0 | -3%
CCCCc1cc(=O)oc2cc(C)cc(OC(C)C(=O)O)c12 (stereo not drawn) | i | -0.5% | 6% | 2.2% | 7% | 1.1 | 4% | -7% | 0.6 | -45%
COc1ccc(-c2csc(NC(=O)CCCc3cccs3)n2)cc1 | i | -2.5% | 2% | 0.9% | -6% | 1 | 3% | -8% | 0.3 | 1%
CCn1ncc2c1C(=O)NC1c3ccccc3C(=O)N21 (stereo not drawn) | i | 0.6% | -10% | -4.9% | 10% | 1.1 | 2% | -6% | 1.5 | 0%
CC(=O)Nc1ccc(NC(=O)CCCN2C(=O)c3ccccc3C2=O)cc1 | i | 0.5% | -5% | -2.5% | -4% | 1 | 3% | -6% | 0.8 | 0%
O=C(NCCCN1CCCC1=O)NC12CC3CC(CC(C3)C1)C2 | i | -1.3% | 0% | -8.3% | -5% | 1.1 | 5% | -11% | 0.3 | 8%
COc1ccc(-c2ocnc2C(=O)N2CCN(Cc3cccnc3)CC2)cc1 | i | . | . | . | . | . | 3% | -9% | 0.5 | -3%
COc1ccccc1NC(=O)CN1CCN(C2c3ccccc3-c3ccccc32)CC1 | i | -8.8% | 1% | 1.5% | 2% | 1.7 | 6% | 1% | 0.5 | 1%
CC1CN=C(N(Cc2ccccc2)C(=O)Nc2ccccc2)S1 (stereo not drawn) | i | -0.7% | -10% | 0.0% | -5% | 1.1 | 8% | -10% | 3.5 | 1%
CCOC(=O)Cn1cc(/C=N/NC(=O)CC#N)c2ccccc21 | i | . | . | . | . | . | 0% | -2% | 0.6 | -3%
CCOC(=O)c1oc2ccccc2c1NC(=O)Cc1cccs1 | i | -1.0% | -4% | -12% | 1% | 1 | 4% | 6% | 6.4 | -8%
CC1/C(=N/O)C(CN(C)C)C2CC1C2(C)C (stereo not drawn) | i | -0.8% | 7% | -4.6% | -5% | 1 | 1% | -4% | 0.7 | -3%
N#Cc1c(N)nc2c(c1-c1ccc(F)cc1)c(=O)nc1sccn12 | i | -1.5% | 2% | -12% | 7% | 1.1 | 12% | -2% | 0.6 | 13%
Cc1cc(NC(=O)c2cc(-c3ccc4c(c3)OCO4)on2)n(-c2ccccc2)n1 | + | -1.5% | -3% | -4.2% | -9% | 1.1 | 3% | -11% | 13* | -13%
COc1ccnc(N=CNOCc2ccc(Cl)cc2)c1C#N | i | . | . | . | . | . | -7% | -3% | 0.8 | -8%
O=C(CSc1ncccc1C(=O)O)c1ccccc1F | i | 2.9% | -80% | -0.7% | -82% | 1.1 | 7% | 2% | 0.1 | -7%
Cc1ccc(NC(=O)OCC(F)(F)C(F)F)cc1NC(=O)OCC(F)(F)C(F)F | i | 1.0% | -2% | -3.7% | 3% | 0.9 | 9% | 2% | 1.1 | 5%
C=CCOc1cccc(CNn2nnnc2N)c1 | i | 2.1% | 4% | 3.4% | 2% | 1.1 | 6% | -9% | 0.2 | -6%
O=C(NCCCN1CCOCC1)c1ccc(CS(=O)(=O)Cc2ccccc2Cl)o1 | i | -2.9% | -4% | -4.9% | -3% | 1 | 2% | -9% | 0.9 | -3%
O=C(CSc1ncnc2sc(-c3ccccc3)cc12)NC1CCS(=O)(=O)C1 (stereo not drawn) | i | . | 7% | -5.1% | 8% | 1 | -1% | -1% | 0.2 | -3%
C(=Nc1ccc(Nc2ccccc2)cc1)c1ccc2ccccc2c1 | i | 0.2% | -9% | -1.0% | -17% | 1.2 | 15% | 1% | 0.6 | 17%
COc1ccccc1C(=O)N1CCN=C1c1ccccc1 | i | 1.9% | 15% | 3.8% | 10% | 1.1 | -2% | 4% | 1.1 | -1%
CCOC(=O)CC1C(=O)NCCN1Cc1cccc(C(F)(F)F)c1 (stereo not drawn) | i | 1.6% | 8% | -6.7% | -1% | 0.9 | -6% | 2% | 2.3 | -3%
O=C(N/N=C/c1cc(Br)ccc1O)C(c1ccncc1)N1CCOCC1 (stereo not drawn) | i | -2.5% | -7% | -0.2% | -12% | 1.1 | 12µM* | -6% | 0.7 | -36%
Cc1c(C(=O)OCC(=O)Nc2ccc(C(N)=O)cc2)cccc1[N+](=O)[O-] | i | -0.8% | -9% | -6.8% | -2% | 1.1 | 8% | 2% | 0.1 | -5%
CC12CCCCN1CCCc1c2[nH]c2ccccc12 (stereo not drawn) | i | -0.4% | -13% | -1.9% | 4% | 1.2 | 10% | -10% | 2.4 | 3%
CC(=O)Nc1cccc(Oc2ncnc3scc(-c4ccccc4)c23)c1 | i | 0.8% | 8% | 2.7% | 0% | 1.1 | -7% | -5% | 0.6 | -2%
C/C=C(\C)C(=O)NCCN1C2=NC[C@H](Cc3ccc(O)cc3)N2C[C@H]1Cc1ccc(O)cc1 | i | 1.4% | 3% | -13% | 4% | 1 | 0% | -2% | 0.6 | -3%
COC(=O)c1ccccc1NC(=O)N1CCN(c2ccc(OC)cc2)CC1 | i | -0.7% | 6% | -0.8% | 2% | 1 | 5% | -5% | 0.1 | 2%
CCC1CCc2c(sc(NC(=O)c3ccco3)c2C(N)=O)C1 (stereo not drawn) | i | -2.6% | 10% | -4.7% | 13% | 1 | 2% | 2% | 0.1 | 23%
O=[N+]([O-])c1ccc2c(c1)C(O)n1ncnc1S2 (stereo not drawn) | i | 0.0% | -20% | -1.2% | -8% | 1.1 | 3% | 0% | 0.1 | 2%
CC(C)CC(N)C(=O)OCc1ccc([N+](=O)[O-])cc1 (stereo not drawn) | i | . | . | . | . | . | -1% | -7% | 0.3 | -5%
CCNc1nc(NCC)n2c(SC(C(=O)Nc3cc(Cl)cc(Cl)c3)c3ccccc3)nnc2n1 (stereo not drawn) | i | -2.6% | 3% | -1.7% | 16% | 1 | -1% | -4% | 0.4 | 0%
CCOc1ccc(OCCSc2nc(-c3ccccc3)cc(=O)[nH]2)cc1 | i | 0.4% | -13% | 2.0% | -5% | 1.1 | 2% | 0% | 0.2 | -7%
CCN(CC)S(=O)(=O)c1ccc(NC(=O)COC(=O)CCc2cc(OC)c(OC)c(OC)c2)cc1 | i | 2.5% | 12% | -8.1% | 0% | 0.9 | 5% | 0% | 0.5 | 0%
COc1ccc(OC)c2[nH]c(=O)c(CCNC(=O)c3ccc(S(=O)(=O)N4CCCC4)cc3)cc12 | i | 9.1% | 18% | -6.9% | 22% | 1.1 | 8% | 2% | 1.0 | -18%
CC(C)n1c(Oc2ccc(F)cc2)nc2c1c(=O)n(C)c(=O)n2C | i | 2.7% | 6% | -3.7% | 8% | 1.1 | 2% | -8% | 0.8 | 0%
Nc1ccc(C(=O)Nc2ccccc2C(=O)O)cc1 | i | -1.9% | 1% | -3.7% | -5% | 1 | 16% | 2% | 0.8 | 11%
COc1cc(-c2nc(-c3ccncc3)no2)cc(OC)c1OC | i | -1.4% | 6% | -0.2% | 2% | 1.1 | -1% | -5% | 6.0 | 2%
O=C(CN1CCCN(S(=O)(=O)c2ccc(Br)s2)CC1)Nc1ccc(Cl)cc1 | i | -2.4% | 18% | -3.5% | 12% | 1 | 7% | 4% | 13 | 4%
CCOC(=O)C(=CNc1cccnc1Oc1ccc(C)c2c1CCC2)C(=O)OCC | i | . | . | . | . | . | 8% | 8% | 0.6 | 2%
COc1ccc(NC(=O)Cc2nnc(N)s2)cc1 | i | -5.8% | -14% | -9.1% | 18% | 1.1 | 8% | -1% | 1.1 | 10%
O=c1c2ccccc2nc(SCCN2CCOCC2)n1CCc1ccccc1 | i | 0.0% | 5% | 0.8% | 8% | 1.1 | . | 1% | 0.1 | .
Cc1ccc2c(c1)c(-c1ccccc1)nc1nncn12 | i | . | 12% | -4.3% | 13% | 1.1 | -1% | -3% | 2.6 | -7%
CN(CC(=O)NCCC1=CCCCC1)S(=O)(=O)c1ccc2c(c1)c(=O)n(C)c(=O)n2C | i | 4.0% | 1% | 0.3% | -6% | 1.2 | 1% | -6% | 2.8 | 12%
O=C(CSc1nc2ccccc2c(=O)[nH]1)c1cccs1 | i | 8.0% | 14% | -6.9% | 13% | 1.1 | 16% | -11% | 0.6 | 9%
CCN(CC)CC(=O)NN=C(c1ccccc1)c1ccccc1 | i | 1.2% | -3% | -16% | -4% | 1.1 | 0% | 2% | 0.5 | -6%
O=C(CN1CCCc2ccccc21)N1CCc2ccccc21 | i | . | . | . | . | . | 3% | 3% | 0.6 | -6%
CCc1ccc(OCC(=O)Nc2ccc3c(c2)COC3=O)cc1 | i | -1.3% | 10% | -3.7% | 6% | 1.1 | 4% | -5% | 1.5 | -6%
COC(=O)c1c(NC(=O)Cc2cccs2)sc(C)c1C | i | -3.7% | 20% | 1.4% | 20% | 1.1 | 0% | 2% | 1.1 | 4%
CCOC(=O)c1c(-c2ccccc2)oc2ccc(OC(C)=O)cc12 | i | -1.3% | 11% | -2.9% | 8% | 1.1 | 0% | -6% | 0.8 | -14%
COc1ccc2oc3ccc(OC)cc3c(=O)c2c1 | i | -1.4% | 4% | 1.1% | 0% | 1.1 | 10% | -6% | 0.7 | -14%
Cc1ccc2nc3sc(C(=O)N4CCOCC4)c(N)c3cc2c1 | i | -5.7% | -50% | -3.9% | -101% | 1 | 13% | -3% | 0.7 | -20%
O=C(c1ccccc1F)c1cc2c(cc1[N+](=O)[O-])OCCO2 | i | 1.7% | 24% | -4.2% | 52%* | 1 | 1% | -7% | 0.0 | -1%
O=C(Nc1ccc(O)c2c(=O)cc(-c3ccccc3Cl)oc12)c1ccc(F)cc1 | i | . | . | . | . | . | 2% | -3% | 1.9 | -4%

Some of these compounds in order of SMILES length, ascending.
SMILES | Myeloid diff MLP | CSM14.1 death rescue | PMI inhibitors | XIAP displacement | PMI inhibition | TNAP activation fold | M1AAP inhibition | LYP inhibition | Myeloid diff MLP GFP+ MAC1+ % | M17LAP inhibition
COC(=O)c1c(NC(=O)Cc2cccs2)sc(C)c1C | i | -3.7% | 20% | 1.4% | 20% | 1.1 | 0% | 2% | 1.1 | 4%
O=C(c1ccccc1F)c1cc2c(cc1[N+](=O)[O-])OCCO2 | i | 1.7% | 24% | -4.2% | 52%* | 1 | 1% | -7% | 0.0 | -1%
O=C(Nc1ccc(O)c2c(=O)cc(-c3ccccc3Cl)oc12)c1ccc(F)cc1 | i | . | . | . | . | . | 2% | -3% | 1.9 | -4%

Screens (PubChem)
